Screening data from PubChem.
BLM inh – blocks DNA unwinding by human BLM helicase | P54132 | recombinant BLM DNA unwinding, fluorescence dequenching | Potency, µM (top dose mostly 56.1 µM), without a hit: at the highest dose activity change, negative = inhibition, most hits filed as inhibitors | 0.2% of 350,000 active | AID 2528;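 note: plate controls were vehicle for no effect and no enzyme for full effect; nearly all actives have a fitted effect of over 35% in size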
Pin1 inhibitor – inhibitors of human Pin1; Potency, µM (doses to about 115 µM), for inactives: at the highest dose activity, negative = inhibition, usual class: inhibitors; 0.009% of 390,000 active; Pin1 FP peptide displacement, HiFluor488, 10 min; active = well fitted inhibition curve with a large enough effect in the polarisation, with a control signal flat, not every such curve was filed as active; inconclusive = small, poorly fitted or top-dose-only effect, or effect the other way, or a change in a side signal; inactive = no such curve, though single readings can be large or run the other way; the % refers to the polarisation; note: % is set by controls: 0 for no effect and ±100 for the full control effect
G9a inh – inhibitors of human histone lysine methyltransferase G9a. Q96KQ7. G9a H3K9 monomethylation, AlphaScreen, 2 h. Potency, µM (doses to about 102 µM), without a hit: at the top dose activity, negative = inhibition, actives largely listed as inhibitors. 8.8% of 350,000 active. AID 504332; note: % is set by controls: 0 for no effect and ±100 for the full control effect; nearly all actives have a fitted effect of over 75% in size
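Compounds were preincubated with 20 nM G9a for 15 min, after which biotinylated H3K9 peptide (500 nM) and SAM (20 uM) started a 2 h room-temperature reaction. Monomethylated product was quantified by antibody-based AlphaScreen chemiluminescence.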
Pol iota inh – DNA polymerase iota (human) inhibition. Q9UNA4. Pol iota fluorescent replication assay, 10 min. Potency, µM (titrated, usually from 115 µM), without a hit: at the top dose activity, negative = inhibition, usual class: inhibitors. 1% of 390,000 active. AID 588590
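Pol iota at 10 nM preincubated 15 min with compounds at room temperature; reaction started with fluorescent substrate, 50 nM final. Fluorescence read kinetically at 0 and 10 min; buffer-only wells as negative control.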
Tb PGK inh – inhibitors of T. brucei phosphoglycerate kinase | P07378 | PGK/GAPDH coupled, Kinase-Glo luminescence, 60 min | Potency, µM (doses to about 57.5 µM), for the others: top-dose activity change, negative = inhibition, usual class: inhibitors | 0.043% of 380,000 active | AID 602233; note: % is set by controls: 0 for no effect and ±100 for the full control effect; nearly all actives have a fitted effect of over 60% in size
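Luminescent ATP detection (Kinase-Glo Plus) follows a 60-minute room-temperature incubation, with wells lacking PGK as controls. Buffer: 100 mM TEA (pH 7.6), 5 mM MgCl2, 0.01% Tween-20. Coupling enzyme GAPDH (100 nM final) supplies unstable 1,3-BPG in-well.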
HP1b binding inh – blocks HP1-beta chromodomain binding to methylated histone tails. P83916. AlphaScreen HP1-beta / biotin-H3K9me3 peptide binding. Potency, µM (doses to about 114 µM), for the others: at the highest dose activity change, negative = inhibition, usual class: inhibitors. 0.56% of 390,000 active; note: nearly all actives have a fitted effect of over 70% in size; inactives centre near 23
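Compound inhibition of the preformed complex between 50 nM HP1-beta and 50 nM biotinylated H3K9me3 peptide was read by AlphaScreen. Buffer was PBS pH 7.4 with 0.01% Tween-20. Incubations ran 30 min at room temperature, with 10 ug/mL donor/acceptor beads.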
JMJD2A Tudor – blocks the human JMJD2A Tudor domain; O75164; Potency, µM (highest dose often 114 µM), without a hit: top-dose activity change, negative = inhibition, actives largely listed as inhibitors; AID 504339; 4.4% of 390,000 active; AlphaScreen JMJD2A-Tudor / H3K4me3 peptide binding; note: % is set by controls: 0 for no effect and ±100 for the full control effect; nearly all actives have a fitted effect of over 50% in size
Target sequence (O75164 whole entry, looked up, the tested form may be a part): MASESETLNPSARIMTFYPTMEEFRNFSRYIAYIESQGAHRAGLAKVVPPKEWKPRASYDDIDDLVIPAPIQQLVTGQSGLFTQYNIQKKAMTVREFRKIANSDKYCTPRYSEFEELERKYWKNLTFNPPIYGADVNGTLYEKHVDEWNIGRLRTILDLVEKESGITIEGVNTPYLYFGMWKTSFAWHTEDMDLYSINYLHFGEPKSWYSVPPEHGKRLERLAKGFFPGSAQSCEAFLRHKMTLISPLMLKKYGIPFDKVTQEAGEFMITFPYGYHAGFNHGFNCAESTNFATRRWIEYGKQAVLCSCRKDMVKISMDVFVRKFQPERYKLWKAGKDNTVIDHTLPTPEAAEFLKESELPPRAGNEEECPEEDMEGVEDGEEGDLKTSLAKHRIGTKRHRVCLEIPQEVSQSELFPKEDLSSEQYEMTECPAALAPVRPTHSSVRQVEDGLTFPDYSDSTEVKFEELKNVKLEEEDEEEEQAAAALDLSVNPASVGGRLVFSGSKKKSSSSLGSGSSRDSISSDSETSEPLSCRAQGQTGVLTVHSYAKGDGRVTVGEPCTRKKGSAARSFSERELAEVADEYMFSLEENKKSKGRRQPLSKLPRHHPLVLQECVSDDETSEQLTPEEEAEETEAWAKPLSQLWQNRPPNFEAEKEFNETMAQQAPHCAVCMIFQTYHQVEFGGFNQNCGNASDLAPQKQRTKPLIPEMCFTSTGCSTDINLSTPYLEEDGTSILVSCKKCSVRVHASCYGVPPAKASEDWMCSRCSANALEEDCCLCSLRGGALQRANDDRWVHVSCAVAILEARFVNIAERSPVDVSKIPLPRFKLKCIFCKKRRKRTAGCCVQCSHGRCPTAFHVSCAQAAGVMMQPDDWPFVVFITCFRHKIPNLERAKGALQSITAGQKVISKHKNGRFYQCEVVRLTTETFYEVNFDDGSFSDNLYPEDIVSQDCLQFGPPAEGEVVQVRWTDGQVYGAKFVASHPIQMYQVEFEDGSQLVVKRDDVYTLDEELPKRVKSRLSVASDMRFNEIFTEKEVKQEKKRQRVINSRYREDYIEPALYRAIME
GLS inh – inhibitors of human glutaminase (GLS) | O94925 | GLS enzymatic activity, qHTS titration | Potency, µM (highest dose often 45.5 µM), for the others: at the highest dose activity change, negative = inhibition, usual class: inhibitors | 0.21% of 410,000 active; note: % is set by controls: 0 for no effect and ±100 for the full control effect
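hKGA; 45 mM KH2PO4 pH 8.2 + 0.02% Tween-20; cpd via pin tool; 1 mM Gln soln; GluOx/HRP/Amplex Red; RT 30 min; fluor. t0 & final.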
BAZ2B block – inhibitors of human BAZ2B bromodomain. Q9UIF8. AlphaScreen BAZ2B-H3K14Ac peptide displacement. Potency, µM (titrated, usually from 114 µM), for inactives: top-dose activity change, negative = inhibition, hits mostly inhibitors. 4.4% of 360,000 active. AID 504333; note: % is set by controls: 0 for no effect and ±100 for the full control effect; nearly all actives have a fitted effect of over 60% in size
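Multi-concentration screen (max 110 uM) measuring displacement of acetylated histone H3 peptide from BAZ2B by AlphaScreen, using 50 nM protein, 50 nM peptide and 10 ug/mL streptavidin donor plus Ni-chelate acceptor beads.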
The depositor's hits bear a star; i = inactive; u = inconclusive; x = not tested or not shown; & = joins results of further samples; [ ] = another dose, or the depositor's remark. Unless noted, calls come from the whole dose curve; as a rule, active = well fitted curve in the direction sought with a large enough effect; inconclusive = small, poorly fitted or top-dose-only effect, or another doubt; inactive = no such curve, though single readings can be large; an effect the other way counts as inactive or inconclusive. Potency is the fitted concentration of half-maximal effect.

Results follow in this order: G9a inh, Pin1 inhibitor, GLS inh, HP1b binding inh, BAZ2B block, JMJD2A Tudor, BLM inh, Tb PGK inh, Pol iota inh
Cc1ccsc1/C=N/NC(=O)c1ccc2c(c1)OCCO2
  25%, -5%, 7%, 37%, -34%, -6%, -1%, -1%, 61%[activator]
O=c1c(=O)n(Cc2ccc(Cl)cc2)ccn1Cc1ccc(F)cc1
  -4%[59 µM], 4%, 2%, 15%, -3%, -22%, -5%, 2%, 0%
Oc1c(C=Nc2cccc3nsnc23)ccc2ccccc12
  2.2µM*, u, 38%[activator], u, 50µM*, 89µM*, -16%, -6%, u
Cc1cc(N2CCOCC2)nc2ccc(NC(=S)NCc3ccc4c(c3)OCO4)cc12
  u, u, 17%, 15%, u, u, -12%, 1%, 36%[activator]
CCC(C)(C)C(=O)Nc1cc([N+](=O)[O-])ccc1F
  1%, 0%, -4%, 14%, 17%, -2%, 0%, -6%, 0%
CC1=C(C(=O)Nc2ccccc2C)C(c2sccc2C)n2ncnc2N1 (stereo unspecified)
  6%[59 µM], 3%, 5%, 14%[57 µM], -2%, -12%, -1%, 1%, -19%
Cc1ccccc1NC(=O)c1cn2c(nc3ccccc32)c(C#N)c1C
  11%[12.7 µM], -1%, -7%, 46%[activator], -1%, -16%, -2%, -9%, 29%
COC(=O)c1nc2nc(C)cc(C(F)(F)F)n2n1
  21%[59 µM], 0%, 11%, 27%, 6%, -12%, 0%, 4%, 20%
Cc1cccc(NS(=O)(=O)c2cccc(C(=O)NCC(C)(C)N3CCOCC3)c2)c1
  x, 6%, 7%, 22%, 21%, -9%, 0%, -3%, -2%
COc1ccc(C)cc1NS(=O)(=O)c1ccc(NC(=O)CN(c2cc([N+](=O)[O-])ccc2C)S(C)(=O)=O)cc1
  1%[59 µM], 1%, 12%, -2%, -37%, -34%, -8%, 4%, -8%
Cc1ccc(-c2csc(N(CCO)CCCn3c(C(F)(F)F)nc4ccccc43)n2)cc1
  45µM*, 7%, 1%, 5%, u, -34%, -13%, -5%, -3%
Cc1ccc(C)c(CNC(=O)c2cc3ccccn3n2)c1
  -1%[59 µM], -7%, -5%, 12%, 1%, -3%, -3%, i, 18%
COc1ccc(CC(=O)NCC(=O)N/N=C/c2ccco2)cc1
  0%[59 µM], -9%, 8%, 42%[activator], -4%, -1%, -11%, 7%, 2%
COc1ccc(-c2cc(C(=O)NCCCN3CCOCC3)c3cc(C(C)C)ccc3n2)cc1
  -6%[59 µM], -1%, 4%, 21%, -16%, u, -2%, -3%, 5%
O=c1[nH]c2ccccc2n1CCCN1CCN(C(c2ccccc2)c2ccccc2)CC1
  -48%&24%[12.7 µM], x, -4%, x, u, x, -6%, x, -9%[58.9 µM]
CCCCOCCCNC(=O)c1c(-c2ccccc2)noc1C
  25%[2.33 µM], 2%, 5%, 38%, -3%, 1%, -2%, 8%, 17%
O=C1OC2(O)C3C4C=CC(C4)C3C(=O)N2c2ccccc21 (stereo unspecified)
  -7%, -1%, 2%, 36%, -15%, -16%, 0%, -6%, 0%
COc1ccc(CN(Cc2ccccc2)C(=O)COC(C)=O)cc1COc1ccc(NC(C)=O)cc1
  x, -2%, x, 9%, x, -31%, x, x, u
CCCCOC(=O)c1ccc(NS(=O)(=O)c2cc(-c3nnnn3CC)ccc2OC)cc1
  1%[59 µM], 0%, 17%, 12%, -5%, -16%, -10%, i, 7%
O=C(CCS(=O)(=O)c1ccccc1)N(CCCN1CCOCC1)c1nc2c(F)cccc2s1
  14µM*, -3%, 6%, 35%[activator], u, -11%, x, 0%, 5%
CC(=O)c1ccc(S(=O)(=O)N2CCN(c3ccccc3F)CC2)cc1
  12%, -1%, 0%, 37%, 4%, -1%, -8%, 1%, 166%[activator]
Cc1ccc(C(=O)N2CCN(c3ccccc3F)CC2)cc1NC1=NC2CS(=O)(=O)CC2S1 (stereo unspecified)
  x, 0%, -14%, 77%[activator], -7%, -14%, -4%, 4%, 30%
O=C1C(Cc2ccc(O)cc2)NC(=S)N1Cc1ccccc1 (stereo unspecified)
  4%, 0%, 89%[activator], 12%, -2%, -10%[11.4 µM], -4%, i, 65%[activator]
COc1ccc(CCNC(=O)c2ccc(N3CCCCS3(=O)=O)cc2)cc1OC
  x, -9%, 10%, 10%, u, -21%, -8%, -9%, 79µM*
COc1ccc(N2CCN(CCCNC(=O)c3sc4ncccc4c3-n3cccc3)CC2)cc1
  16µM*, -7%, 30%, -27%[57 µM], 35µM*, 40µM*, -8%, -2%, 18%
Cc1ccc(CNC(=O)C2CC(=O)N(C3CCCC3)C2)cc1 (stereo unspecified)
  16%[12.7 µM], -9%, 4%, 14%, -4%, -4%, x, -10%, 11%
CC(=O)N1N=C(c2ccccc2OC(=O)/C=C/c2ccccc2)CC1c1ccccc1 (stereo unspecified)
  -13%, 1%, -15%, -9%, u, -26%, -5%, -6%, -7%
CCOc1ccc(C(=O)OCCCN(C)C)cc1
  -7%[59 µM], 4%, 7%, 15%, -4%, -12%, 2%, -1%, 25%
CN(CC(=O)Nc1cccc(F)c1)CC(=O)Nc1cccc(S(=O)(=O)N2CCCCC2)c1
  u, 1%, 12%, 6%, -26%, -21%, x, 10%, 6%
Cc1c(C(=O)N(Cc2cccc(Br)c2)C2CCS(=O)(=O)C2)oc2ccc(F)cc12 (stereo unspecified)
  56%[activator], 2%, u, 2%, -36%, -13%, -8%, 0%, 12%
O=C(/C=C/c1ccc2c(c1)OCO2)N1CCCCC1
  x, -7%, 56%[activator], 16%, 2%, -1%, 2%, -4%, 162%[activator]
[O-]C1=N/[N+](=C/c2ccccc2Cl)CC1
  u, -1%, 26%, 73%, 2%, -18%, -3%, -3%, u
COc1cc(C(C)=O)ccc1OCC(=O)Nc1cc(Cl)ccc1-n1cncn1
  -1%, 8%, -5%, 24%, 5%, -16%, x, 3%, 22%
Cc1ccc(NC(=O)C(NC2CCCc3ccccc32)c2ccccc2)c([N+](=O)[O-])c1 (stereo unspecified)
  11µM*, -3%, 6%, 25µM*, 45µM*, 4.5µM*, -5%, -7%, 19%
CCC(Sc1nc2ccsc2c(=O)n1-c1ccc(Cl)c(C)c1)C(=O)NCc1ccco1 (stereo unspecified)
  -1%[59 µM], 0%, 12%, -4%, -32%, -23%, -10%, 3%, 3%
O=C(CCC(=O)OCC(F)(F)C(F)F)Nc1ccccc1F
  2%, -6%, -8%, 23%, -10%, 2%, -8%, 8%, 76%[activator]
O=C(c1ccccc1)N1CCN(C(=S)NCc2ccc3c(c2)OCO3)CC1
  u, -7%, 0%, 1%, 1%, -16%, 3%, -8%, -3%
O=S(=O)(NCc1ccccc1)c1ccc(S(=O)(=O)N2CCCCC2)cc1
  -3%[12.7 µM], 4%, 7%, 25%, 5%, -2%, -6%, -2%, 13%
CCN(C(=O)COC(=O)C1CCN(S(=O)(=O)c2ccc(C)c(C)c2)CC1)C1CCS(=O)(=O)C1 (stereo unspecified)
  8%[2.33 µM], -7%, 1%, 20%, -4%, -6%, x, -9%, 7%
CCOC(=O)CCCCC(=O)c1[nH]c(=O)[nH]c1CSc1nnc2c3ccccc3n(C(C)C)c2n1
  -16%[59 µM], 20%, 7%, 10%, u, u, -13%, -6%, -6%
CN(Cc1nc2ccccc2n1C)c1ccccc1
  -5%, -17%, -2%, 26%, -5%, -11%, -2%, -9%, 114%[activator]
CC1N(C(=O)N2CCOCC2)CCN1S(=O)(=O)c1cccc(C(F)(F)F)c1 (stereo unspecified)
  2%, 2%, 4%, 1%, -1%, -15%, 0%, -5%, 101%[activator]
Cc1ccc(/C=N/n2cnnc2)s1
  22%, 7%, x, 17%, 3%, 17%, -1%, -12%, 26%
Cc1ccc(S(=O)(=O)N2CC(=O)Nc3ccccc32)cc1C
  4%[59 µM], -2%, 3%, 27%, -3%, -9%, 1%, -1%, 0%
CCCCNC(=O)CCn1c(=O)c2ccccc2n(Cc2ccccc2C)c1=O
  28%[59 µM], -1%, 12%, 9%, -5%, -14%, -4%, 3%, 8%

Whole records as entered above.
Shown for CCCCNC(=O)CCn1c(=O)c2ccccc2n(Cc2ccccc2C)c1=O = G9a inh = 28%[59 µM]; Pin1 inhibitor = -1%; GLS inh = 12%; HP1b binding inh = 9%; BAZ2B block = -5%; JMJD2A Tudor = -14%; BLM inh = -4%; Tb PGK inh = 3%; Pol iota inh = 8%
Shown for Cc1ccc(S(=O)(=O)N2CC(=O)Nc3ccccc32)cc1C = G9a inh = 4%[59 µM]; Pin1 inhibitor = -2%; GLS inh = 3%; HP1b binding inh = 27%; BAZ2B block = -3%; JMJD2A Tudor = -9%; BLM inh = 1%; Tb PGK inh = -1%; Pol iota inh = 0%

Next results:
Results follow in this order: G9a inh, Pin1 inhibitor, GLS inh, HP1b binding inh, BAZ2B block, JMJD2A Tudor, BLM inh, Tb PGK inh, Pol iota inh
COc1ccc(C(=O)Nc2ccc(CN3CCS(=O)(=O)CC3)cc2)cc1
  -28%, -5%, 2%, 38%[activator], 2%, 11%, -13%, -6%, -14%
Cc1c(CC=C(Cl)Cl)c(=O)[nH]c2c(C)cccc12
  -8%, -2%, 18%, 18%, 2%, -7%, 2%, 6%, 8%
CCN(Cc1ccccc1)C(=O)CC(=O)N(CC)Cc1ccccc1
  -5%, 1%, -3%, 7%, -19%, -6%, -2%, 3%, -9%
O=C(COC(=O)C1CC2CCCC(C1)C2=O)Nc1nc(-c2ccc(F)c(F)c2)cs1 (stereo unspecified)
  -4%, -1%, 7%, 18%, -7%, -10%, x, 4%, 18%
Cc1cc2cc(CCNC(=O)C(C)C)c(=O)[nH]c2cc1C
  x, 0%, -2%, 27%, x, -15%, x, x, 25%
O=C(CSc1nnc(Cc2ccccc2)n1Cc1ccco1)NC1CCCC1
  -45%, 3%, 4%, 1%, -31%, -28%, -5%, -4%, 3%
CCn1nnc(NC(=O)c2ccccc2Br)n1
  9%[59 µM], 0%, 4%, 7%, 7%, -9%, -1%, 6%, 9%
CN(C)C(=O)C1C2NC(=S)N(c3ccccc3)C1(C)Oc1ccccc12 (stereo unspecified)
  18%[59 µM], -2%, 0%, 17%, -18%, -11%, -4%, i, 165%[activator]

This is a subset (hit frequency here may not be typical).
